D2 antag – antagonists of human D2 dopamine receptor; 340,000 compounds, 2% hits; inhibition, % at 10 µM; HEK293 TREx D2 cells, calcium flux, dopamine EC80; P14416; AID 485344; in the data active means inhibition above about 30%; further: 0% is about no effect
Target sequence (P14416 whole entry, looked up): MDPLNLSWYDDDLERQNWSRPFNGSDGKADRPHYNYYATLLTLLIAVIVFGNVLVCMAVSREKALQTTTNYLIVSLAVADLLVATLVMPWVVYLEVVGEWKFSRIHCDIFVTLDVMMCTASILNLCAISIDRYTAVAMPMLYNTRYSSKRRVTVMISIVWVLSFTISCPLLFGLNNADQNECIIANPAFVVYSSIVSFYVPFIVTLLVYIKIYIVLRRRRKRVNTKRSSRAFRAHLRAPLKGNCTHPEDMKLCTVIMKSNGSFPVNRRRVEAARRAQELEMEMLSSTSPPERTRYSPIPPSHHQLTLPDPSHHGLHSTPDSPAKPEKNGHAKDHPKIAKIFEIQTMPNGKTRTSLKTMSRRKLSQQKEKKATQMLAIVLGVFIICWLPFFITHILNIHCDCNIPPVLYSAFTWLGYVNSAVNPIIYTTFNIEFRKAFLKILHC
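Compounds are added to dye-loaded, induced HEK293 T-REx cells coupled to calcium release via D2; after a 3 min kinetic read an EC80 dopamine stimulus is given and fluorescence is recorded for 3 more min.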
TRHR enhancer – allosteric enhancers of human TRH receptor. P34981. TRHR cells, fluo-8 calcium fluorescence, EC20 TRH enhancement. enhancement, % at 2 µM. 360,000 compounds, 0.66% hits; in the data active means enhancement above about 30%; further: 0% is about no effect
Target sequence (P34981 whole entry, looked up): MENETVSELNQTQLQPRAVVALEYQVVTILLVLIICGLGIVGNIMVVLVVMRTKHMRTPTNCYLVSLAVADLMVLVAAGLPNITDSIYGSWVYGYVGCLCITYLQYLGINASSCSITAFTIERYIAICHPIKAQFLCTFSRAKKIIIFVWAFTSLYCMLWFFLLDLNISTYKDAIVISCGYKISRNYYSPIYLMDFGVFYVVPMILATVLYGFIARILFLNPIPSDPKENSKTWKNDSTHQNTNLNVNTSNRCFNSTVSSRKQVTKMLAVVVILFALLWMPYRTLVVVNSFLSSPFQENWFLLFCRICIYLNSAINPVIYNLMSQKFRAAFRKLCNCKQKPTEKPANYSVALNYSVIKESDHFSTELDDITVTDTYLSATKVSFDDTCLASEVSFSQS
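Enhancer read-out: after compound pinning and an initial kinetic agonist-mode read, an EC20 of TRH (10 nM final) was injected and fluo-8 calcium signal (Ex 480/Em 530) followed at 1 s/cycle for 100 cycles in TRHR-expressing cells.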
D2 agonist – agonists of human D2 dopamine receptor; 340,000 compounds, 0.53% hits; HEK293 T-REx D2 cells, calcium flux agonist mode; activation, % at 2 µM;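 active means activation over 3 SD above normal in the single-dose calcium agonist read, cut at about 30% in these data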; further: 0% is about no effect
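HEK293 Trex D2 cells, tetracycline-induced, o/n 30 C 5% CO2; no-wash Ca dye, RT 30–90 min; 10-cycle baseline, 23 nl cpd added, kinetic Ca read 180 s; agonist hits = positive Ca response.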
D1 potentiator – human D1 dopamine receptor positive modulation | AID 504651 | P21728 | 360,000 compounds, 0.036% hits | potentiation, % at 10 µM | HEK293 TREx D1 cells, calcium flux, dopamine EC20 potentiation; in the data active means potentiation above about 30%; further: 0% is about no effect
RXFP1 antagonist – blocks the human relaxin receptor RXFP1; Q9HBX9; HEK293-RXFP1, relaxin-stimulated cAMP HTRF, 30 min; stronger effect = lower value; activity change, negative = inhibition, % at 57.5 µM; 350,000 compounds, 0.59% hits; AID 1259400;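 active means activity change of -60% or lower, but not beyond a set lower limit; inconclusive means change between -60% and -40%, or beyond the set limit; inactive means change above -40%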; further: on the % scale 0 is the no-effect control and ±100 the full control effect
TRHR ag – TRH receptor (human) agonism; P34981; TRHR cells, calcium flux fluo-8, FDSS agonist mode; activation, % at 2 µM; 360,000 compounds, 0.18% hits; AID 493084; further: 0% is about no effect
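TRHR-expressing cells, plated overnight in medium with 10% serum, were loaded with fluo-8 calcium dye at room temperature. After a 10 s baseline, library compound was pin-added and calcium release was recorded kinetically (ex 480/em 530) as agonist response.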
D1 agonist – agonists of human D1 dopamine receptor; P21728; HEK293 T-REx D1 cells, calcium flux, agonist mode; activation, % at 2 µM; 360,000 compounds, 1% hits; AID 504660; further: 0% is about no effect
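Agonism was scored from calcium flux recorded over 180 s (1 read/s) after pintool compound addition, following a 10-cycle baseline. Cells were inducible force-coupled HEK293 TREx D1, plated overnight at 30 C and loaded with no-wash calcium dye.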
D2 potentiator – positively modulates the human D2 dopamine receptor allosterically; P14416; HEK293 T-REx D2, calcium flux, EC20 dopamine potentiation; potentiation, % at 10 µM; 340,000 compounds, 0.34% hits; AID 485347;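 active means potentiation over 3 SD above the plate norm, cut at about 30% in these data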; further: 0% is about no effect
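Calcium flux readout, no-wash dye, 1 read/s. Inducible HEK293 Trex D2 line, overnight 30 C. Compound alone 180 s (agonist flags), then EC20 dopamine, another 180 s to score potentiation.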
D1 antagonist – human D1 dopamine receptor antagonism | activity change, negative = inhibition, % at 10 µM | P21728 | 360,000 compounds, 3.2% hits | HEK293 TREx D1 cells, calcium flux, dopamine EC80; stronger effect = lower value; in the data active means activity change below about -30%; further: on the % scale 0 is the no-effect control and ±100 the full control effect
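Using tetracycline-induced force-coupled D1 Hek293 cells and a calcium dye, signals were followed for 180 s after compound, then for 180 s after EC80 dopamine, to detect inhibitors.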
The depositor's hits bear a star; ? = inconclusive; . = no result given. Unless noted, no stated cut-off is given here; in the data, active means activation above about 30%; inactive means the rest.

SMILES	D2 antag	TRHR enhancer	D2 agonist	D1 potentiator	RXFP1 antagonist	TRHR ag	D1 agonist	D2 potentiator	D1 antagonist
CCOC(=O)c1c(NC(=O)c2ccc(S(=O)(=O)N(CC(C)C)CC(C)C)cc2)sc2c1CCN(C(=O)OCC)C2	.	6	-0.3	-2	.	0.6	0	13	-9
CC1CN(C(=O)c2scc3c2OCCO3)CC(C)O1 (stereo not drawn)	-8	4	0.5	-4	-3	0.9	0	-24	-8
CCCCn1c(N)c(N(CCOC)C(=O)COC(=O)CCOc2ccccc2)c(=O)[nH]c1=O	-26	19	0.0	2	-11	-0.5	-1	11	24
CCCNC(=O)C1CNc2ccccc2O1 (stereo not drawn)	-17	6	-0.2	-2	6	-0.2	1	-3	0
Cc1ccc(Cn2c(N3CCNCC3)nc3c2c(=O)[nH]c(=O)n3C)cc1	-23	0	-0.2	-11	-1	0.2	3	-7	-14
COc1nc2ccccc2nc1CCC(=O)O	9	12	1.4	0	-23	0.8	3	2	-3
O=C(Nc1ccc(F)cc1F)N1CCc2c(sc3c2CCCC3)C1c1ccc(F)cc1 (stereo not drawn)	.	1	.	0	-36	2.2	3	-10	7
O=C(NCCCc1ccccc1)c1cccc([N+](=O)[O-])c1	12	-3	-2.4	-3	18	-0.2	7	-17	-21
CC(=O)N=Cc1c(C)c(C#N)c(=O)n(C)c1O	-8	-4	8.8	-9	-8	-1.9	10	16	-57*
CCC(C)C(NC(=O)C1CCC(C)CC1)C(=O)Nc1ccc(OC)cc1OC (stereo not drawn)	-5	-3	-0.1	2	-12	0.1	1	2	12
CCc1cc2c(N[C@@H](Cc3c[nH]c4ccccc34)C(=O)O)ncnc2s1	21	-1	-0.3	0	.	0.5	2	8	1
O=C(O)c1ccc(-c2ccccc2Cl)o1	3	0	0.8	-2	6	1.1	3	-15	-19
Cc1ccc2c(C)nc(NC3=NCN(CCc4ccccc4)CN3)nc2c1	10	-3	11	-5	.	-0.2	5	-11	-43*
COc1ccc2oc(=O)c(C(=O)Nc3ccccc3-c3ccccc3)cc2c1	10	4	-1.0	-8	7	1.0	-1	-6	5
O=C1NC(=S)N/C1=C/c1cccn1-c1ccc([N+](=O)[O-])cc1	5	0	1.9	-1	-3	-0.5	1	1	7
COc1ccc(C(CNC(=O)c2cc3ccccc3cc2O)N2CCOCC2)cc1 (stereo not drawn)	17	3	1.4	-1	-38	0.0	3	-13	-4
OC(C#CCCN1CCCCC1)(c1ccccc1)c1ccccc1	33*	4	2.1	-11	-22	2.4	11	-31	-24
O=C(CN(c1cccc([N+](=O)[O-])c1)S(=O)(=O)c1ccccc1)N(Cc1ccccc1)Cc1ccccc1	-5	4	1.0	-3	0	1.8	6	-4	17
Cc1ccccc1C(=O)Oc1ccc(Cl)cc1C(=S)N1CCOCC1	-1	-2	2.0	-7	-9	2.3	4	20	12
CCOc1ccc(C(=O)Nc2ccc3c(c2)OCCO3)cc1	-2	2	-0.2	-3	4	-0.1	7	-5	4
Cc1cccc(C(=O)OC(C)C(=O)N2CCN(Cc3ccccc3)CC2)c1 (stereo not drawn)	-8	-3	-0.6	0	-1	-0.3	1	4	-8
CC(=O)NC(=S)Nc1ccc(NC(=O)c2cccnc2)cc1	-4	4	0.2	1	2	0.2	2	-4	-11
Fc1ccc(NC(=S)NC2CCCCC2)c(F)c1F	8	14	-2.5	3	-6	0.8	17	-1	-8
Cc1ccc(NC(=O)C(=O)NCCCN2CCOCC2)c(C)c1	5	0	-0.6	1	10	0.1	1	-9	1
CCC(=O)c1cc(F)c(N2CCN(S(=O)(=O)c3ccc(C)cc3)CC2)cc1C	1	11	0.2	2	-1	0.9	4	-3	9
CC1(C)C(=O)Nc2ccccc2N1C(=O)COC(=O)c1cccnc1	4	5	0.3	-2	2	0.3	-1	-7	7
O=C(NCN1C(=O)C2C3C=CC(C3)C2C1=O)Nc1nncs1 (stereo not drawn)	-15	5	-0.7	8	13	0.1	2	10	-4
O=C(O)[C@H](Cc1ccccc1)NC(=O)N1CCN(c2ccccc2)CC1	-1	25	3.1	-10	1	-0.2	1	5	-12
Cc1cc(C)nc(N/N=C/c2ccccc2OCc2ccccc2)n1	-2	-2	-1.3	-3	-14	-0.4	-1	-12	-16
O=C1COc2ccc(-c3cc(-c4ccccc4)c4c(n3)-c3cc(Cl)ccc3OC4)cc2N1	.	-6	0.0	3	.	2.3	-1	-2	10
COc1cc(NC(=O)CS(=O)(=O)c2ccc(C)cc2)cc(OC)c1OC	4	-10	0.5	-2	-6	0.1	3	-11	-4
O=S(=O)(c1ccccc1)n1nc(-c2ccc(Cl)cc2)nc1NCc1ccc(F)cc1	.	5	1.2	-2	.	1.3	11	-2	8
C/C(=N\NC(=O)CNC(=O)c1ccc(F)cc1)c1ccco1	7	8	0.9	-1	11	0.0	18	-7	9
COc1ccc(O)c(C(=O)c2cnc3c(c2)CN(C)C(=O)N3)c1	6	2	1.8	-3	-2	0.0	3	-2	12
CCC(C)Sc1cc(C(F)(F)F)c(C(=O)Nc2ccc(Cl)cc2)cn1 (stereo not drawn)	-1	-13	0.9	-1	?	0.6	9	-4	-16
Cc1nn(C)c2c1c(C(F)(F)F)cc(=O)n2Cc1ccc(Br)cc1F	.	4	0.8	3	-10	0.3	4	12	-2
O=C(C1CC1)N1CCc2cc(Br)cc(S(=O)(=O)N3CCCCCC3)c21	-13	-2	1.3	-21	2	-0.8	0	10	6
CCN(CC(=O)Nc1ccc(NC(C)=O)cc1)C(=O)c1n[nH]c(=O)c2ccccc12	2	4	0.2	-4	-4	-0.7	-1	1	-13
Cc1cc(NS(=O)(=O)c2ccccc2)no1	-1	-3	0.7	-5	.	0.8	1	8	-52*
C=C(c1ccc(O)cc1)c1ccc(O)cc1	-2	1	-0.3	-6	-5	0.2	2	8	-10
Cc1cnc(C(=O)OCC(=O)c2c[nH]c3ccccc23)cn1	-8	6	0.8	-5	-2	0.6	3	1	-1
Cc1ccc(OCc2nnc(NC(=O)OCC(C)C)s2)cc1	-10	8	0.6	-3	-14	0.4	2	-1	-3
COc1cc(C(=O)OCC(=O)NCc2ccccc2)cc(NC(=O)c2ccco2)c1OC	-8	-2	0.6	-3	7	-0.3	-2	-13	.
CCSc1ncc(Cl)c(C(=O)Nc2nc3ccc(S(C)(=O)=O)cc3s2)n1	.	6	-1.3	2	2	-1.1	6	.	8
Cc1ccc(CNC(=O)c2ccccc2N)cc1	10	-2	0.2	1	-3	-0.1	3	-11	-2
O=C(COC(=O)/C=C/c1ccc2c(c1)OCO2)NCc1ccccc1	-14	5	-0.5	-3	-11	-0.7	1	-1	-26
Cc1ccc(S(=O)(=O)N2CCCC2C(=O)OCc2nc3ccccc3s2)cc1 (stereo not drawn)	-4	0	-0.6	-3	-7	-2.0	45*	17	1
CC(=C\c1ccco1)/C=C(\C#N)C(=O)NCCc1c[nH]c2ccccc12	-7	2	-3.0	-3	-13	-0.3	0	3	-9
Cc1ccc(S(=O)(=O)N(C)c2ccc(OC(=O)c3ccc(=O)[nH]c3)cc2)cc1	-27	5	-1.6	-1	0	-1.6	7	5	6
CCOC(=O)N1CCC(C(=O)NNC(=O)c2ccc(Cl)cc2Cl)CC1	13	12	0.9	-1	3	0.0	1	-3	-7
COc1ccc(CCNC(=O)C2CCCN(c3nc4c(C)cc(C)cc4s3)C2)cc1OC (stereo not drawn)	.	-9	.	-3	2	0.4	2	-12	-20
O=C(OCC1OC(n2cnc3c(N(C(=O)c4ccccc4)C(=O)c4ccccc4)ncnc32)C(O)C1F)c1ccccc1 (stereo not drawn)	-19	0	0.5	2	-13	0.7	1	9	-10
COc1ccc(NC(=O)CN2C(=O)NC3(CCCC3)C2=O)cc1S(=O)(=O)N1CCCCC1	-13	5	-0.4	3	0	0.7	2	-3	16
Cn1c(=O)[nH]c(=O)c2c1nc(NC1CCCCC1)n2CCO	-23	-5	-1.3	-4	.	-0.8	1	-4	-18
Fc1ccccc1NC(=S)Nc1ccc(Br)cc1	-3	-1	-0.6	-6	-12	0.3	18	-9	-11
CC(OC(=O)C1CCN(c2ccc(C(F)(F)F)cn2)CC1)C(=O)NC1CCCCC1C (stereo not drawn)	9	3	0.3	-2	-7	-0.2	5	1	-13
CC1CCC(NC(=O)CNC(=O)c2ccc3ccccc3c2)CC1 (stereo not drawn)	-11	2	0.0	-6	-13	0.0	0	6	-16
Cc1ccc(NC(=O)c2nc[nH]c2C(=O)N2CCOCC2)c(C(=O)c2ccccc2)c1	2	7	-0.6	2	8	-0.1	1	13	3
CCN(CC(=O)Nc1ccc(OC)cc1)C(=O)c1ccccc1Sc1ccccc1C#N	-14	-6	-0.3	-1	11	-0.5	1	5	-26
COc1ccc(C)cc1S(=O)(=O)N(C)CC(=O)N1CCCCCC1	7	2	0.3	-3	-10	0.1	-1	6	5

Profiles from above. Screens in order: D2 antag | TRHR enhancer | D2 agonist | D1 potentiator | RXFP1 antagonist | TRHR ag | D1 agonist | D2 potentiator | D1 antagonist
Entry for `CC1CCC(NC(=O)CNC(=O)c2ccc3ccccc3c2)CC1` (stereo not drawn) : -11 | 2 | 0.0 | -6 | -13 | 0.0 | 0 | 6 | -16
Entry for `COc1ccc(NC(=O)CN2C(=O)NC3(CCCC3)C2=O)cc1S(=O)(=O)N1CCCCC1` : -13 | 5 | -0.4 | 3 | 0 | 0.7 | 2 | -3 | 16
Entry for `CC(=C\c1ccco1)/C=C(\C#N)C(=O)NCCc1c[nH]c2ccccc12` : -7 | 2 | -3.0 | -3 | -13 | -0.3 | 0 | 3 | -9
Entry for `COc1ccc(CCNC(=O)C2CCCN(c3nc4c(C)cc(C)cc4s3)C2)cc1OC` (stereo not drawn) : . | -9 | . | -3 | 2 | 0.4 | 2 | -12 | -20

Individual results from the list:
TRHR enhancer, CCSc1ncc(Cl)c(C(=O)Nc2nc3ccc(S(C)(=O)=O)cc3s2)n1 reads 6
D1 antagonist, CC1CCC(NC(=O)CNC(=O)c2ccc3ccccc3c2)CC1 (stereo not drawn) reads -16
TRHR enhancer, COc1ccc(CCNC(=O)C2CCCN(c3nc4c(C)cc(C)cc4s3)C2)cc1OC (stereo not drawn) reads -9
D2 antag, Cn1c(=O)[nH]c(=O)c2c1nc(NC1CCCCC1)n2CCO reads -23

Remaining list, next part:
SMILES	D2 antag	TRHR enhancer	D2 agonist	D1 potentiator	RXFP1 antagonist	TRHR ag	D1 agonist	D2 potentiator	D1 antagonist
CC(=O)NCc1ccc(S(=O)(=O)N/N=C/c2ccc(Br)cc2)cc1	-1	5	-1.5	3	-4	0.6	0	1	-7
C=CCn1c(SCc2csc(-c3ccc(C)cc3)n2)nnc1-c1ccccc1OC	0	5	-0.9	4	-6	-0.7	0	15	-1
COCCc1nn2c(=O)cc(COC(=O)c3cc(OC)c(OC)c(OC)c3)nc2s1	-21	4	0.3	0	4	-0.1	6	-7	3
O=C(NC1CCCCC1)C(c1ccco1)N(C(=O)C(F)(F)F)C1CC1 (stereo not drawn)	-8	-3	-1.2	-3	-6	-0.1	1	2	-12
CCn1nc(NC(=O)c2cccnc2)c2cc3cccc(C)c3nc21	6	1	0.0	6	2	-0.9	1	-9	-6
c1ccc(-n2cnc3ccccc32)nc1	-23	-3	-0.5	-7	7	0.7	0	8	-3
